Source: PubChem BioAssay (several laboratories)
bCat nuc transl = alters nuclear translocation of beta-catenin in HeLa cells; immunofluorescence imaging; nuclear translocation activity, % at 5 µM; 190,000 tested, 0.3% active; AID 1665;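 active = nuclear translocation activity above 50% at 5 µM, with a well cell count of 50 or more; inconclusive = wells under 50 cells across six images, flagged as toxic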;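 also: per-cell ratio of nuclear to cytoplasmic median beta-catenin stain intensity; plate controls were DMSO negative control for no effect and GSK-3 inhibitor IX positive control for full effect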
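Test system: human HeLa cell line; Doses: 5 µM primary, 0.02–20 µM confirmation; Incubation: 24 h compound exposure, 37°C; Detection: beta-catenin immunofluorescence imaging with DAPI; Read-out: beta-catenin nuclear/cytoplasmic ratio, % activation.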
MT stabilize HCS = microtubule stabilizers in HeLa cells. HeLa tubulin immunostaining HCS, 24 h; share of cells brighter than vehicle mean+2SD. % tubulin-high responders, % at 10 µM. 200,000 tested, 0.83% active;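 active = plate Z-score above 3 for both tubulin-high and condensed-nucleus cell shares, with cell loss under 80%, at 10 µM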;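 also: anti alpha tubulin signal scored within the nucleus-defined area of each cell; some results filed as inactive read as strong as hits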
Dynein transport = blocks dynein driven cargo transport along microtubules. 3617.4 mouse cells, GR-EGFP nuclear translocation imaging; test concentration mostly 20 µM; stimulated with dexamethasone, 1 µM; stronger effect = lower value. AID 1381. z-score, hits read low. 220,000 tested, 0.47% active;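 active = plate z-score of nuclear minus cytoplasmic receptor signal below a set negative limit, without overly bright fluorescence or cell loss, cut at about -3.5 in these data, passing the limit was not always enough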;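 also: z-score of nuclear minus cytoplasmic ring GR-EGFP intensity difference per well; some compounds called inactive have numbers as strong as hits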
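Also added: dexamethasone, 1.0 µM final. Medium: tet-free, stripped-serum medium. Detection: fixed, Hoechst-stained cells imaged at 10x for EGFP. Read-out: nuclear-to-cytoplasmic GR-EGFP distribution per well. Times: induction 48 h, compound 1 h, agonist 30 min.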
Insulin prom up = MIN6 insulin promoter up-regulation; MIN6 insulin promoter-GFP reporter, high-content imaging; stronger effect = higher value; z-score at 5 µM; 190,000 tested, 0.3% active;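 active = z-score above 3 at 5 µM with at least 500 cells counted in the well; inconclusive = wells under 500 cells, flagged as cytotoxic or low count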
XIAP displacement = XIAP antagonists, biochemical, IAP family, fluorescence polarization (AID 1018) | XIAP BIR domain, fluorescence polarization peptide displacement; higher % means a stronger effect | one-dose displacement, % at 20 µM; IC50 in µM for titrated hits | 200,000 tested, 0.007% active; in the data active = displacement above about 50%; also: a part of the inactive calls stands beside numbers as strong as those of hits
WT yeast gro inh = growth inhibition of WT yeast, mitochondrial fusion screen; inhibition, % at 10 µM; mitochondrial fusion phenotypic screen, WT strain; AID 1362; 190,000 tested, 2.1% active; in the data active = inhibition above about 58%; tested in S. cerevisiae
ER stress rescue = protection against thapsigargin-triggered cell killing – 384-well, CSM14.1, ATP luminescence, primary screen (AID 1222); CSM14.1 thapsigargin-induced death rescue, ATP luminescence; higher % means a stronger effect; cellular ATP content (survival), % at 20 µM, or EC50 in µM where a hit was titrated; 190,000 tested, under 10 active;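 active = EC50 below 50 µM in the dose-response confirmation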;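 also: death triggered by thapsigargin at about 15 µM added after 2 h compound pretreatment; cell ATP read after overnight thapsigargin exposure of roughly 18 to 22 hours; normalized against plate controls of thapsigargin alone and 5% DMSO vehicle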
Autophagy HCS = autophagy modulation, high-content screen. calls only at 10 µM (by protocol). MEF GFP-LC3 puncta imaging; test concentration mostly 10 µM. 190,000 tested, 0.98% active;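 active = percentage of spot-positive cells more than 3 SD above its plate mean, without a fluorescence outlier flag or 80% toxicity; inconclusive = no clear call, values can overlap the other calls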;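 also: spot-positive cell cutoff set from DMSO-treated cells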
Hep lipid drop = modulators of hepatic lipid droplet formation | AML12 mouse hepatocytes, oleate lipid droplets, BODIPY imaging | inhibition, % at 6.5 µM | 240,000 tested, 0.4% active | AID 1656;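 active = lipid droplet intensity inhibited by at least 50%, with more than 500 cells counted; inconclusive = wells with under 300 cells, treated as cytotoxic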
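Test system: AML12 mouse liver cells; schedule: overnight exposure; technique: high-content imaging of BODIPY-stained droplets and DAPI nuclei; read-out: % inhibition of corrected integrated BODIPY droplet signal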
WT yeast gro inh mutant strain = recorded beside WT yeast gro inh, whose call it bears; inhibition, %; mitochondrial fusion phenotypic screen, mutant strain inhibition
Dynein transport cytoplasmic EGFP = further read-out of Dynein transport, marked with its call; z-score; measured here: cytoplasmic GR-EGFP intensity; stronger effect = higher value
Dynein transport nuclear GR-EGFP = second read-out of Dynein transport, no call of its own (marks repeat the call); z-score; measured here: nuclear GR-EGFP intensity;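 lower value marks the stronger effect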
Dynein transport cell count = also measured in Dynein transport; calls as there; z-score; measured here: cell count per field
Insulin prom up cell count = also measured in Insulin prom up; calls as there; cell count; measured here: cytotoxicity, nuclei count;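 total cells summed across four imaged fields per well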
Hep lipid drop cells 6.5 µM = second read-out of Hep lipid drop, no call of its own (marks repeat the call); cell count; measured here: cell count, cytotoxicity flag;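 cells counted across two imaged fields per well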
bCat nuc transl cell count 5 µM = further read-out of bCat nuc transl, marked with its call; cell count; measured here: cell count, cytotoxicity flag
MT stabilize HCS Hoechst-high % = second read-out of MT stabilize HCS, no call of its own (marks repeat the call); % Hoechst-high responders; measured here: nuclear condensation Hoechst responders;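 share of cells brighter than vehicle mean plus two SD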
MT stabilize HCS cytotoxicity % = recorded beside MT stabilize HCS, whose call it bears; toxicity, %; measured here: cytotoxicity by cell density;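 0% = mean cell density of plate MIN control wells and 100% = no cells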
Autophagy HCS cell loss 18 h = recorded beside Autophagy HCS, whose call it bears; toxicity, %; measured here: cell loss, nuclei count;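 cell loss after 18 h compound exposure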
* = called active by the depositor; i = inactive; ? = inconclusive; / = no result given.

SMILES	bCat nuc transl	bCat nuc transl cell count 5 µM	MT stabilize HCS	MT stabilize HCS Hoechst-high %	MT stabilize HCS cytotoxicity %	Dynein transport	Dynein transport cytoplasmic EGFP	Dynein transport nuclear GR-EGFP	Dynein transport cell count	Insulin prom up	Insulin prom up cell count	XIAP displacement	WT yeast gro inh	WT yeast gro inh mutant strain	ER stress rescue	Autophagy HCS	Autophagy HCS cell loss 18 h	Hep lipid drop	Hep lipid drop cells 6.5 µM
O=S(=O)(C/C(=C/CO)S(=O)(=O)c1ccccc1)c1ccccc1	-1.4	763	1.4	2.0	9.5	-3	1.1	-1.6	0.65	0.55	1239	-2.6%	-8	10	-2.0%	i	19	/	/
CC1(C)Cc2c(sc3c2C2=NCCN2C=N3)CO1	-1.1	1110	1.1	1.3	9.2	-0.54	-0.23	-0.08	0.69	0.26	1938	-1.6%	/	/	-3.2%	i	1	12	675
Cc1nc(CN2CCN(Cc3nc(C(c4ccccc4)c4ccccc4)no3)CC2)cs1	-1.0	1058	2.4	2.8	3.6	0.15	-0.26	0.24	-0.25	-0.44	1347	-3.1%	10	17	4.6%	i	8	-10	687
N#C/C(=C(/O)CSc1ccccn1)c1nc2ccccc2s1	-1.7	1054	7.8	1.5	1.1	0.21	-0.12	0.089	0.63	0.22	1052	0.0%	9	4	-0.2%	i	1	24	704
O=C(/C=C/c1ccc(F)cc1)N1CCCc2ccccc21	-0.1	1077	3.5	2.2	8.6	0.18	0.06	0.25	-0.22	-0.15	1087	-3.0%	29	5	-0.5%	i	2	-17	690
COc1cc(CNn2cnnc2)ccc1OCC(=O)NC1CCCCC1	/	/	2.2	2.0	7.0	-0.68	-0.23	-0.37	1.1	-1.2	721	-1.6%	-43	-28	2.0%	i	2	/	/
COc1ccc(C(CNC(=O)c2ccc(S(=O)(=O)N3CCCC3)cc2)N(C)C)cc1OC (stereo not drawn)	-3.9	1125	2.0	1.8	7.0	-0.32	-0.26	-0.3	1.1	0.12	1655	-1.7%	10	5	-1.1%	i	-3	-12	647
C=CCOc1cccc(C2c3c(oc4ccccc4c3=O)C(=O)N2c2ccccn2)c1 (stereo not drawn)	/	/	3.0	2.7	8.4	0.38	0.36	0.61	-0.86	?	/	-2.8%	2	-8	-1.1%	i	6	/	/
CCOc1ccc(-c2nc(-c3cccnc3)no2)cc1	-3.0	1229	1.8	1.9	32	0.13	-0.25	0.2	-0.19	-0.6	1073	-3.5%	9	6	-4.9%	i	-5	8	776
O=C(OCC1OC2C(Oc3nc(=O)ccn32)C1O)c1ccccc1 (stereo not drawn)	-8.7	1233	2.5	1.3	4.4	-0.43	-0.22	-0.087	-0.2	0.22	1108	-7.4%	9	-2	-1.3%	i	-7	3	727
O=c1[nH]c2cc3c(cc2cc1C(c1nnnn1CC1CCCO1)N1CCCC1)OCO3 (stereo not drawn)	-0.2	1116	5.3	4.4	8.1	-1.8	0.087	-0.69	0.99	-0.06	1049	-1.9%	10	-2	-3.0%	i	14	-14	710
CS(=O)(=O)Nc1ccc(S(=O)(=O)NC2CCCCC2)cc1	1.3	1213	2.6	2.5	5.5	-1.2	0.54	-0.35	0.92	1.2	1519	-5.9%	3	3	-2.2%	i	22	9	711
Cc1ccc(/C=C2/CCc3c([nH]c4ccccc34)C2=O)cc1	-0.5	1345	1.6	1.5	8.8	1.5	0.091	1.1	-1.8	-0.17	1701	-1.9%	44	-2	-5.5%	i	7	/	/
CC(C(=O)N1CCN(Cc2ccccc2)CC1)c1ccc([N+](=O)[O-])cc1 (stereo not drawn)	1.4	1292	/	/	/	-0.26	-0.73	0.052	-0.52	-0.01	1134	/	/	/	/	/	/	-1	647
CCc1ccc(-n2c(C)cc(/C=N/NC(=O)OC)c2C)cc1	0.8	1148	1.9	2.1	9.0	0.061	-0.15	0.15	0.026	/	/	-6.3%	10	-9	-1.5%	i	12	-7	642
Cc1csc(SC(C)C(=O)NCC2CCCCC2)n1 (stereo not drawn)	0.1	1058	2.8	1.8	2.9	-0.013	-0.39	-0.5	0.62	0.39	1289	-4.9%	14	-2	0.3%	i	1	4	727
COc1ccc(-n2c(Cc3cccn3C)nnc2SCC(=O)N2CCC(C)CC2)cc1	-0.5	1063	3.3	1.3	4.3	0.54	-0.19	0.45	-0.059	0.15	1455	-4.2%	7	-1	/	i	19	-11	692
CC1CCN(C(=O)CSc2nnc(CNC(=O)COc3ccc(Cl)cc3)o2)CC1	/	/	1.5	1.4	10	-0.72	-0.0062	-0.055	0.63	-0.26	1056	-4.2%	7	13	-0.7%	i	-8	2	790
Cc1nccn1S(=O)(=O)c1cc([N+](=O)[O-])ccc1Cl	5.0	825	4.4	31	47	-2.1	0.37	-1.4	0.35	-1.7	735	-8.3%	-10	-17	-0.9%	i	55	/	/
C/C(=N\N=C(/N)SC1CC(=O)N(c2ccccc2)C1=O)c1cccs1 (stereo not drawn)	-3.2	1371	2.4	2.3	7.4	-0.38	-0.18	0.32	0.6	0.94	1232	-6.4%	22	14	-1.4%	i	-29	/	/
Cc1ccc2c(c1)N(CCCC(=O)NCCC1=CCCCC1)C(=O)CO2	-2.5	910	5.2	3.0	8.1	-0.17	-0.28	0.079	0.33	1.3	1443	-2.5%	17	3	0.2%	i	20	/	/
O=C(CSc1nc2c(sc3ccccc32)c(=O)n1CCCN1CCOCC1)NC1CCCC1	-0.9	1374	2.4	1.7	7.7	0.027	-0.15	0.53	0.58	-0.2	1463	-3.7%	13	30	-0.1%	i	-13	/	/
COc1ccc(-c2cnnc(N/N=C/C(C)=C/c3ccccc3)n2)cc1	-4.1	1176	4.8	1.8	2.1	0.22	-0.22	0.61	0.19	0.42	1382	3.4%	22	11	-0.5%	i	31	-2	654
COc1cccc(NC(=O)Nc2ccc(Br)cn2)c1	0.1	1340	/	/	/	1.1	-0.2	0.44	-1.2	-1.2	997	/	/	/	/	/	/	2	752
Nc1c(C(=O)NCc2ccco2)sc2nc3c(cc12)C(=O)CCC3	-0.9	1094	4.0	2.3	4.3	-0.017	0.087	-0.33	-0.43	-0.12	1269	-1.0%	-1	-12	/	i	-5	-5	711
CCCCOC(=O)c1ccc(NC(=O)CSCc2n[nH]c(=O)[nH]2)cc1	1.7	757	3.3	1.7	5.8	-0.15	-0.21	-0.15	-0.12	0.06	1170	-5.2%	-3	-5	1.5%	i	3	/	/
O=C(O)CCc1nn2c3ccccc3nc2n(-c2ccccc2)c1=O	/	/	4.4	2.9	7.1	-1.1	-0.071	-0.62	0.27	0.01	1244	-1.5%	11	10	1.6%	i	1	13	741
CSc1cnn(Cc2ccccc2)c(=O)c1SCc1ccccc1	-2.4	613	4.6	2.5	2.5	-0.2	-0.32	-0.42	0.71	-0.17	1257	-22%	29	19	-2.2%	i	-10	-29	681
CC(=O)c1ccc(OCc2cccc(C(F)(F)F)c2)cc1O	-1.2	984	2.1	2.1	5.1	-0.31	-0.32	-0.068	0.54	0.35	1510	-4.9%	1	-12	2.4%	i	-41	29	676
CC(=O)NC(CCS(C)(=O)=O)C(=O)Nc1nccs1 (stereo not drawn)	1.2	1339	3.7	2.9	6.9	-0.37	-0.32	-0.14	0.01	0.14	1539	-4.6%	6	2	0.6%	i	22	/	/
CCOC(=O)c1ccc(NC(=O)CN2C(=O)NC3(CCCCCC3)C2=O)cc1	0.2	1129	1.5	2.0	7.3	0.12	-0.38	-0.45	0.65	-0.22	1265	-2.9%	7	5	5.6%	i	-1	2	717
CC(C)NC(=O)N1CCCN(c2nc3ccc(Cl)cc3s2)CC1	-0.3	1137	/	/	/	0.033	-0.21	-0.08	0.048	-0.41	1406	/	/	/	/	/	/	0	715
CCCc1sc(N/N=C/c2ccccn2)nc1-c1ccc(Br)cc1	-2.2	1036	2.3	1.2	6.4	1.5	-0.22	0.93	-0.21	/	/	-2.5%	65*	4.0*	9.8%	i	18	-4	764
c1ccc(-c2nnc3n2NC(c2ccc4c(c2)OCO4)S3)cc1 (stereo not drawn)	/	/	3.2	2.3	7.8	-0.93	-0.23	-0.3	0.27	-0.07	1207	-7.6%	19	7	/	i	-1	0	660
CC(C)c1cccc(C(C)C)c1NC(=S)Nc1cccc(Cl)c1	-0.7	1299	/	/	/	-0.19	-0.27	-0.22	0.62	-0.46	1280	/	/	/	/	/	/	4	746

3 compounds already listed, ordered by the value under Dynein transport cell count, high to low.
SMILES	Dynein transport cell count
CC(C)c1cccc(C(C)C)c1NC(=S)Nc1cccc(Cl)c1	0.62
c1ccc(-c2nnc3n2NC(c2ccc4c(c2)OCO4)S3)cc1 (stereo not drawn)	0.27
CC(C)NC(=O)N1CCCN(c2nc3ccc(Cl)cc3s2)CC1	0.048
